TWEAK-Fn14 inh: TWEAK-Fn14 signaling inhibition | inhibition, % at 10 µM | TWEAK-stimulated Fn14 reporter cells, luciferase luminescence, 8 h | 360,000 tested, 2% active; in the data active = inhibition above about 50%
TROY NFkB inh: inhibitors of TROY-dependent NF-kB signaling; Q293 LMP1-TROYcd NF-kB luciferase reporter, 4 h; 360,000 tested, 0.98% active; inhibition, % at 10 µM;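 active = compounds whose plate-normalised and pattern-corrected inhibition of the luciferase reporter signal at the single screening dose is 50% or more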
TLR9-MyD88 inh: TLR9-MyD88 interaction inhibition; 340,000 tested, 0.21% active; inhibition, % at 4.98 µM; Q9NR96+Q99836; CHO BLA complementation TLR9-MyD88, CCF4 FRET ratio;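 active = inhibition above the mean over all tested compounds plus 3 SD, cut at about 21% in these data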;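 also: 0% = DMSO only wells and 100% = clavulanate BLA inhibitor control wells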
NR2F2 inh: inhibitors of human COUP-TFII (NR2F2); P24468; HEK293T NGFI-A luciferase reporter, luminescence; inhibition, % at 8.6 µM; 370,000 tested, 0.7% active; AID 686940;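 active = inhibition above a per-plate cutoff, mean inhibition of test wells between control levels plus 3 SD, cut at about 38% in these data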;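 also: cells cotransfected with COUP-TFII expression vector driving the NGFI-A reporter; 0% = median of COUP-TF2 test wells and 100% = reporter-only cells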
NCOA1 inh: human NCOA1 inhibition | Q15788 | HEK293 GAL4-SRC1 luciferase reporter, luminescence | inhibition, % at 3.6 µM | 360,000 tested, 0.12% active | AID 588354;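 active = inhibition above the campaign mean plus 3 SD, with each screening campaign given its own cutoff, cut at about 60% in these data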;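 also: 0% = DMSO treated cells and 100% = gossypol at 36 µM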
TRAIL sens C8: sensitizes caspase-8 expressing cells to TRAIL. 360,000 tested, 1% active. inhibition (viability loss, TRAIL sensitization), % at 10 µM. NB7+C8 cells + TRAIL, ATPlite viability luminescence;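 active = compounds causing at least 50% loss of cell viability in the single-dose screen, relative to plate controls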
NCOA2 inhibitor: inhibits human steroid receptor coactivator 2; Q15596; HEK293 GAL4-SRC2 luciferase reporter, luminescence; inhibition, % at 9 µM; 370,000 tested, 0.17% active; AID 651957;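 active = inhibition above the mean inhibition of all tested compounds plus 3 SD, set per campaign, cut at about 52% in these data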;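 also: 0% = DMSO treated cells and 100% = cells given Gossypol at 36 µM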
Target sequence (Q15596 whole entry, looked up, the tested form may be a part): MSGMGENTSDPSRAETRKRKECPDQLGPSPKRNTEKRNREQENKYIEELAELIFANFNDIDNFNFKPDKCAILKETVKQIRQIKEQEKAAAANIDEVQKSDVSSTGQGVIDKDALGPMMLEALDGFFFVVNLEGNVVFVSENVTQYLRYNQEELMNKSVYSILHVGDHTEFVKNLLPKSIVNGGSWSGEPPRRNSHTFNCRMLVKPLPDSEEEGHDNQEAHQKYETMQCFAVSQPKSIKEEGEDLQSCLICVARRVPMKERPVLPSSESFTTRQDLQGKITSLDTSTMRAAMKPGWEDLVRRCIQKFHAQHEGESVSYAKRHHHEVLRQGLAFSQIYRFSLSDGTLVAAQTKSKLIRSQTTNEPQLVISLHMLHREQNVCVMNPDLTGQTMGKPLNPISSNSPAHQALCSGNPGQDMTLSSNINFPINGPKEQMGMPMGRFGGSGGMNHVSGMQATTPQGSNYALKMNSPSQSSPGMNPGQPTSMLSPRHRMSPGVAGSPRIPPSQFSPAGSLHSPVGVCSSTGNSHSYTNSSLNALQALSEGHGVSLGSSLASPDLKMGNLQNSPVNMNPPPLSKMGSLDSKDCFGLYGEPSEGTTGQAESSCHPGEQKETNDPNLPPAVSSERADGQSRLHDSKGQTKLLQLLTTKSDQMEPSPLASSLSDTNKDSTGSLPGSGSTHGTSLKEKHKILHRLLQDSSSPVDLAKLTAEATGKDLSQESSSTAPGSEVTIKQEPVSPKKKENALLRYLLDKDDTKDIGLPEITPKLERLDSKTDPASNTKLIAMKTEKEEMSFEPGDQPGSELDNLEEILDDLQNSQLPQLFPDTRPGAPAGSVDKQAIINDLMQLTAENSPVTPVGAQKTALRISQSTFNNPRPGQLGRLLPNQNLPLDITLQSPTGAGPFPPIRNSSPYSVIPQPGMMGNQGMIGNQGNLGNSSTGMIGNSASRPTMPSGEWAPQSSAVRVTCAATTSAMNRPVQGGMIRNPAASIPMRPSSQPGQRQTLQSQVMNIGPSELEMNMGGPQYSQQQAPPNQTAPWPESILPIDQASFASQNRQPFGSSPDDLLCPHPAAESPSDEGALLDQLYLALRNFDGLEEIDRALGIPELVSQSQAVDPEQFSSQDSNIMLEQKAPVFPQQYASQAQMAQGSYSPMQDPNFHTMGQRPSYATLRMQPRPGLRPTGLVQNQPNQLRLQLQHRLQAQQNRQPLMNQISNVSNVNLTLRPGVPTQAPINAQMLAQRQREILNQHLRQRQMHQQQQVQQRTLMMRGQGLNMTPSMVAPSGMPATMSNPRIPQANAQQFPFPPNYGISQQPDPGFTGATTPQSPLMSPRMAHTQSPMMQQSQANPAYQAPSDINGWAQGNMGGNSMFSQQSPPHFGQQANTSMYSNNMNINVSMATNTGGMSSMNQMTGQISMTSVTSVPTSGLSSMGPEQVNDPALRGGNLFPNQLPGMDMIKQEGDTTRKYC
NOD2-RIPK2 inh: blocks binding of human NOD2 to RIPK2; O43353; CHO BLA complementation NOD2-RIPK2, CCF4 ratio; inhibition, % at 4.98 µM; 360,000 tested, 0.38% active; in the data active = inhibition above about 21%;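 also: 0% = vehicle only and 100% = reference blocker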
LMP1 NFkB inh: Epstein-Barr LMP1 NF-kappaB reporter inhibition. 350,000 tested, 0.69% active. LMP1-induced NF-kappaB luciferase reporter cells, luminescence. inhibition, % at 12.5 µM. AID 504558; in the data active = inhibition above about 41%;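 also: 0% = neutral control wells and 100% = reference inhibitor control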
NR5A2 inv ag: inverse agonists of human LRH-1 (NR5A2); AID 602396; HEK293T StAR-luciferase reporter, LRH-1 transfected, 24 h; inhibition, % at 3.6 µM; 360,000 tested, 0.13% active; O00482;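 active = inhibition above the mean inhibition of all tested compounds plus 3 SD, cut at about 73% in these data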;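 also: 0% = DMSO wells and 100% = reporter-only cells lacking LRH-1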
SRC3 inh: inhibitors of human steroid receptor coactivator 3 (SRC3) | AID 588352 | 360,000 tested, 0.17% active | HEK293 GAL4-SRC3 luciferase reporter, luminescence | Q9Y6Q9 | inhibition, % at 3.6 µM;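 active = inhibition above a per-campaign cutoff, the mean of all compounds plus 3 SD, cut at about 60% in these data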;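 also: 0% = DMSO-treated cells and 100% = gossypol-treated cells at 36 µM; higher means less SRC3-driven luciferase light from the GAL4 reporter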
Starred values were filed as active, the others as inactive; x = not tested or not shown. An excerpt; count on the stated rates, not on these rows.

entry	SMILES	TLR9-MyD88 inh	SRC3 inh	LMP1 NFkB inh	TROY NFkB inh	TRAIL sens C8	NCOA2 inhibitor	NCOA1 inh	TWEAK-Fn14 inh	NR5A2 inv ag	NOD2-RIPK2 inh	NR2F2 inh
1	CCC(SC1=N/C(=C/c2ccccc2)C(=O)N1c1ccccc1)C(=O)Nc1cc(C)on1 (stereo unspecified)	4	24	8	-24	18	14	-24	24	0	2	0
2	Cc1ccc2oc3c(c(=O)c2c1)C(c1cccs1)N(CCCN(C)C)C3=O (stereo unspecified)	-2	-16	21	-6	8	x	-8	14	-6	-5	x
3	CCOC(=O)N1CCN(C(=O)CN(c2ccc3c(c2)OCO3)S(C)(=O)=O)CC1	-38	-6	4	6	-1	-1	7	9	2	-14	-7
4	CC(C)OC(=O)/C(C#N)=C/c1cn(Cc2ccccc2)c2ccccc12	3	7	-6	7	-3	-14	3	-3	-25	3	-15
5	O=C(NNC(=O)c1cccnc1)Nc1ccc([N+](=O)[O-])cc1	-3	2	5	-13	12	-29	3	9	2	-4	14
6	O=C(OCC(=O)N1CCOCC1)c1cc(S(=O)(=O)N2CCOCC2)c(Cl)cc1Cl	-9	-8	2	10	7	16	-3	1	-10	-3	9
7	Cn1c(=O)c2[nH]cnc2n(C)c1=O	-8	13	9	-3	8	-15	9	-29	4	-5	6
8	COc1ccccc1CCn1cc(C#N)c(=O)[nH]c1=O	x	17	x	-28	14	-15	4	-2	7	5	-9
9	CCn1c(=O)c(C(=O)Nn2c(C)nc3ccccc3c2=O)c(O)c2ccccc21	-7	-9	-4	12	-4	-23	-2	5	0	-8	12
10	C[C@H](CO)N1C[C@H](C)[C@@H](CN(C)Cc2ccncc2)Oc2c(NS(=O)(=O)c3ccc(F)cc3)cccc2C1=O	0	8	-6	18	-5	-16	-17	4	-3	-5	5
11	CCCCOC(=O)c1ccc(NC(=O)C(CCS(C)(=O)=O)NC(C)=O)cc1 (stereo unspecified)	-3	-2	-4	-2	0	-4	-3	3	16	7	3
12	Cc1ccc(C(=O)Nc2ccccc2C(=O)NCc2ccco2)cc1S(=O)(=O)N1CCCCC1	3	25	-25	-27	8	9	-2	52*	9	-5	-4
13	Cc1cc(C)nc(CCNC(=O)c2cc(COc3c(C)cccc3C)on2)n1	-6	9	-6	-27	6	-8	-13	-15	-2	-12	-10
14	CCC(C)NC(=O)Cn1c(=O)n(CCCC(=O)NCc2ccccc2Cl)c(=O)c2ccccc21 (stereo unspecified)	-4	-3	3	-4	19	-8	-9	7	-13	-1	-7
15	COc1ccc(CNC(=O)c2ccc(NC(=O)C3CCCO3)cc2)cc1 (stereo unspecified)	2	13	8	0	-12	-51	-6	-11	-3	9	0
16	COc1ccc(OC)c(S(=O)(=O)N2CCC(C(=O)NC3CCCCCC3)CC2)c1	2	6	4	9	8	7	-10	1	-21	-4	-7
17	Nc1nc2c(nnn2C2CC(O)C(CO)O2)c(=O)[nH]1 (stereo unspecified)	x	34	x	17	10	0	37	-21	59	6	-22
18	Cc1ccnc2nc(C(=O)Nc3nnc(CC(C)C)s3)nn12	-4	0	-5	-20	20	3	-10	-7	9	-8	-14
19	O=C(CNC(=O)c1ccc(Cl)cc1)NCCCn1ccnc1	0	15	-1	6	-22	6	9	-12	-5	-1	16
20	Cc1n[nH]c(C)c1S(=O)(=O)NCCc1ccc(Cl)cc1	0	10	-1	-22	-4	-4	-3	-13	-15	0	10
21	CCc1nc2ccccc2c(C(=O)Nc2ccc(C)cc2)c1C	1	-3	10	4	-2	17	2	-17	7	-4	2
22	CCCC(=O)N(CCN1CCOCC1)c1nc2c(OCC)cccc2s1	0	10	-1	-1	12	x	-12	-7	0	-7	x
23	Cc1c(CCO)c(=O)n2n1CCCC2	-2	-2	52*	-2	0	-10	-5	-1	1	-10	8
24	O=C(CCC1CCCCC1)NCCS(=O)(=O)N1CCN(c2ccc(F)cc2)CC1	-17	0	0	10	6	21	5	19	10	-6	9
25	CCOC(=O)c1c(CC(C)C)csc1/N=C/C1=C(O)CCCC1=O	x	18	x	13	5	18	-16	22	-12	-4	-15
26	CCc1cccc(NC(=O)CN(C)S(=O)(=O)c2cccc3nsnc23)c1	-5	-2	-3	-1	20	-12	8	-8	10	1	17
27	Cn1cc(Cl)c(C(=O)OCC(=O)Nc2ccccc2)n1	10	17	9	10	-13	5	18	-9	8	-5	-3
28	CC(=O)c1cccc(NC(=O)c2ccc(N(Cc3ccccc3C)S(C)(=O)=O)cc2)c1	-28	11	-3	-3	7	-10	-2	32	-8	5	-4
29	CCCCOC(=O)CSc1nc2ccccc2o1	x	4	x	-8	-9	-18	-14	-14	4	-11	15
30	O=C1NC[C@@H](CCCCN2CCN(CCc3ccc(O)cc3)C(=O)C2=O)N(Cc2ccccc2)C1=O	x	x	x	17	9	-13	x	11	9	-8	4
31	CCC1CCCCN1CCCNC(=O)Cn1c(=O)c2cccn2c2cccnc21 (stereo unspecified)	-17	-20	2	-1	-14	-7	10	-4	20	-9	-11
32	CCCn1c(N)c(C(=O)CN2CCc3ccccc3C2)c(=O)n(C)c1=O	-3	-3	-1	32	-10	2	-7	-2	10	-3	14
33	Cc1nn2c(nc(N3CCOCC3)c3ccccc32)c1C=C(C#N)C#N	2	15	-7	-9	-4	-9	2	-3	1	5	-6
34	Cc1nnc(NC(=O)c2oc3c(ccc4ccccc43)c2C)s1	8	-10	-8	-39	-18	0	-21	-8	13	-14	-1
35	O=C(CCn1c(=O)c2cccn2c2ccc(F)cc21)NCCc1ccccc1	2	-3	3	3	3	-7	4	-6	-19	0	12
36	CCOC(=O)[C@H]1[C@H]2COc3ccc(Br)cc3[C@@H]2N2C(=O)CN(Cc3ccc(F)cc3)C(=O)[C@@]12C	-5	5	0	-20	-5	-3	2	12	2	-3	-16

Sorted by the number under TWEAK-Fn14 inh (highest first): some entries from above.
No.	SMILES	TWEAK-Fn14 inh
25	CCOC(=O)c1c(CC(C)C)csc1/N=C/C1=C(O)CCCC1=O	22
30	O=C1NC[C@@H](CCCCN2CCN(CCc3ccc(O)cc3)C(=O)C2=O)N(Cc2ccccc2)C1=O	11
34	Cc1nnc(NC(=O)c2oc3c(ccc4ccccc43)c2C)s1	-8

Going on with the list:
entry	SMILES	TLR9-MyD88 inh	SRC3 inh	LMP1 NFkB inh	TROY NFkB inh	TRAIL sens C8	NCOA2 inhibitor	NCOA1 inh	TWEAK-Fn14 inh	NR5A2 inv ag	NOD2-RIPK2 inh	NR2F2 inh
37	CC(=O)Cc1nsc(NC(=O)c2cn(-c3ccccc3)nc2-c2ccc(Br)cc2)n1	8	-5	8	13	0	5	-9	16	17	9	6
38	O=C(O)CCC(=O)Nc1ccccc1C(=O)NCc1ccco1	6	1	-11	8	7	-4	-5	5	20	-2	4
39	c1ccc2oc(C3=NNC(=NC4CC4)SC3)cc2c1	6	-74	4	1	34	-45	-335	-3	-145	1	-9
40	O=C(NCCC1=CCCCC1)C(=O)c1c[nH]c2ccccc12	0	-45	-11	-74	-4	-22	-27	-25	-21	6	-12
41	CCOc1ccc(/C(=N\O)C(C)NO)cc1 (stereo unspecified)	-6	2	-16	5	-7	-3	1	7	-10	-3	14
42	CCN1C(=O)C(O)(CC(=O)c2ccccn2)c2ccccc21 (stereo unspecified)	-5	-5	3	-1	-9	1	-1	2	-9	2	-5
43	O=C(Nc1ccccc1)c1cc(C2CCCCN2S(=O)(=O)c2cccs2)on1 (stereo unspecified)	x	-72	x	-31	2	-18	-79	-23	-88	3	-30
44	COC(=O)c1cn[nH]c1NC(=S)Nc1ccc(C)cc1Cl	23*	-25	-71	73*	7	-47	-49	66*	-100	50*	-15
45	CCCc1nc(N2CCOCC2)c(C#N)c2c1CCCC2	2	16	1	5	-10	-6	4	-16	13	-11	11
46	CC1(C)CC(=O)C2=C(C1)c1c(ccc3ccccc13)NC2c1ccc(C(=O)O)cc1 (stereo unspecified)	3	-12	-8	12	7	-46	-42	20	20	-5	-5
47	O=S(=O)(c1ccc(S(=O)(=O)N(Cc2ccccc2)Cc2ccco2)cc1)N1CCCC1	-2	21	-2	-15	-6	10	9	-26	22	2	10
48	CCC(C)c1ccccc1NC(=S)NC(=O)c1ccco1 (stereo unspecified)	-11	-1	0	0	-7	-17	-1	18	-8	7	4
49	CC(C)(C)CC(=O)Nc1cc2c3c(c1)CCN3C(=O)CC2	-2	21	-10	-4	-9	-10	-7	8	1	19	-29
50	Cc1cnc(CN2CCc3c([nH]c4ccccc34)C2C2CCCCC2)[nH]1 (stereo unspecified)	-4	3	14	2	3	15	-7	-16	0	-13	15
51	Cc1cccc(C2CN(C)CCc3c2cc(O)c(O)c3Cl)c1 (stereo unspecified)	-6	7	-4	-8	2	-12	-11	-4	-40	-6	-11
52	CCc1nc2ccc(C(=O)NCCc3ccc(OC)cc3)cc2nc1CC	1	-19	-3	5	19	-5	6	25	-1	-15	-11
53	O=C1NCCCC2c3c(cc(Br)c(O)c3Br)OC12N1CCOCC1 (stereo unspecified)	3	11	1	3	-4	2	15	-1	8	1	-9
54	Clc1ccc(OCCCn2cncn2)cc1Cl	4	11	2	15	3	10	-1	0	2	0	5
55	O=C(CCCl)Nc1cc(SCCO)cc([N+](=O)[O-])c1	-2	-1	0	-5	1	23	-4	-5	-12	-4	-12
56	O=C(CSc1nnc(-c2ccncc2)n1C1CCCCC1)Nc1cccc(O)c1	9	-9	-7	0	-4	-4	0	9	-9	-4	-7
57	O=[N+]([O-])c1cccc(S(=O)(=O)Nc2ccccn2)c1	-10	-16	-1	-6	-9	9	5	-2	-34	-1	-2
58	O=C(O)C1=C(OCc2ccc(F)c(F)c2)C(=O)NCC1	x	-3	-1	-1	-4	-8	0	-4	10	-4	1
59	COc1cc2cnc(-c3ccccc3)c(-c3ccc([N+](=O)[O-])cc3)c2cc1OC	-1	-4	-3	-12	-2	3	-42	-37	-12	2	-7
60	CN(C)c1ccc(C(C[N+](=O)[O-])c2c(N)n(C)c(=O)n(C)c2=O)c(F)c1C#N (stereo unspecified)	2	5	7	-13	6	35	4	6	16	3	-2
61	CSc1nnc(-c2ccc(C(F)(F)F)cn2)o1	x	-5	x	-11	-20	-25	-22	-9	-12	0	-28
62	CN(C)S(=O)(=O)c1cccc(NC(=O)CSc2nc3ccccc3[nH]2)c1	10	13	13	19	16	16	-1	16	23	-1	11
63	COc1ccc(C(=O)C2CCCN(Cc3cnc(N4CCCC4)s3)C2)cc1OC (stereo unspecified)	1	8	-1	4	3	-1	-21	-15	-7	0	8
64	O=C1CC(c2ccsc2)Sc2ccccc2N1 (stereo unspecified)	10	18	-2	-5	-5	-1	7	2	10	1	-1
65	CC1CC(C)(C)NC(=S)N1CC(=O)NCc1ccc(F)cc1 (stereo unspecified)	-1	20	0	-7	-7	-14	-13	2	8	2	-10
66	COC(=O)c1ccc(COC(=O)CCC(=O)c2cccs2)cc1	-7	-45	-7	-49	2	-57	-33	-36	-42	-5	-5
67	COc1ccc(/C=C(/C#N)C(=O)Nc2cccc([N+](=O)[O-])c2)cc1C(=O)O	0	8	1	-23	-2	3	-5	-11	-9	4	1
68	COc1ccccc1C1(CC(=O)N2CCOCC2)CCOC(C(C)C)C1 (stereo unspecified)	-8	7	4	15	-1	1	12	5	-12	-4	6
